Compound activity (PubChem)
Rab9 prom act – qHTS Assay for Rab9 Promoter Activators. Huh7 Rab9 promoter-luciferase reporter, luminescence, 24 h. AID 485297, 2010. Potency, µM (doses to about 9.22 µM), inactives show at the highest dose activation, negative = inhibition, actives largely listed as activators. actives 2.8% (n = 320,000); also: potency is read from the fitted curve at half-maximal effect; % of control where 0% means no effect; nearly all actives have a fitted effect of over 60% in size
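Cell-based reporter: Huh7 stable for Rab9 promoter-driven luciferase, plated in reduced-serum medium with 10% FBS at 1500 cells/well, compound-treated 24 h at 37 °C, luminescence read after 10 min reagent.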
NPC1 promoter act – qHTS Assay for NPC1 Promoter Activators; Potency, µM (highest dose often 9.22 µM), without a hit: at the top dose activation, usual class: activators; Huh7 NPC1 promoter luciferase reporter, 24 h; actives 2.4% (n = 320,000); AID 485313, 2010;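 also: potency is read from the fitted curve at half-maximal effect; % of control where 0% means no effect; nearly all actives have a fitted effect of over 60% in size; reporter is driven by a mutant NPC1 promoter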
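NPC1 promoter–luciferase Huh7 cells; 24 h compound; luminescence.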
Menin MLL FP TR – qHTS Assay for Inhibitors Targeting the Menin-MLL Interaction in MLL Related Leukemias: Competition With Texas Red Labeled MLL-derived Mutant Peptide. O00255. Menin + Texas Red MLL mutant peptide, fluorescence polarization. Potency, µM (titrated, usually from 61.6 µM), for inactives: top-dose FP activity change, negative = inhibition, most hits filed as inhibitors. actives 0.23% (n = 270,000); active = well fitted inhibition curve with a large enough effect in the polarisation, with a control signal flat, not every such curve was filed as active; inconclusive = small, poorly fitted or top-dose-only effect, or effect the other way, or a change in a side signal; inactive = no such curve, though single readings can be large or run the other way; the % refers to the polarisation; also: potency is read from the fitted curve at half-maximal effect; % of control where 0% means no effect; many of its hits are not listed in these tables
RORg inh – qHTS for inhibitors of ROR gamma transcriptional activity | Potency, µM (highest dose often 53.6 µM), inactives show at the top dose activity change, negative = inhibition, most hits filed as inhibitors | Nuclear receptor ROR-gamma (Mus musculus), P51450 | Drosophila S2 Gal4-RORgamma UAS-luciferase reporter, 20 h | actives 5.4% (n = 310,000); also: potency is read from the fitted curve at half-maximal effect; % is scaled to controls: 0 for no effect and ±100 for the full control effect; nearly all actives have a fitted effect of over 60% in size
Target sequence (P51450 whole entry, looked up, the tested form may be a part): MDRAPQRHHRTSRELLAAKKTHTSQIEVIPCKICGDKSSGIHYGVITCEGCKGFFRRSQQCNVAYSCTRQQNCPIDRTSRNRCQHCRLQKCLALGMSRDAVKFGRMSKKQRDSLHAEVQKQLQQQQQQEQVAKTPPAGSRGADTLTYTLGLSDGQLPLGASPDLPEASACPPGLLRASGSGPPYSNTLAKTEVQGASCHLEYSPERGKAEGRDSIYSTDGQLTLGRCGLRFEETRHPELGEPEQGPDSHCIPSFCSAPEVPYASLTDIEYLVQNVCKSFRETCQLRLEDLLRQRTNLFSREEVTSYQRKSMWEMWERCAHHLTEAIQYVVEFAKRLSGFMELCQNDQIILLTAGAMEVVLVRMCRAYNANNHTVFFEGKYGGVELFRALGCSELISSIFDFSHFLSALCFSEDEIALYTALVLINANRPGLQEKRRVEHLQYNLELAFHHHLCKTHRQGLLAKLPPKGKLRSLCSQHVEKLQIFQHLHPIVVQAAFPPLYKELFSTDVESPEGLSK
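Stable Schneider cell line, Gal4 DNA-binding domain fused to ROR gamma, UAS-luciferase. Cmpd 1 hr RT → CuSO4 700 uM final → 20 hr RT → luciferase reagent 10 min → luminescence.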
FLuc modulator – qHTS profiling assay for firefly luciferase inhibitor/activator using purifed enzyme and Km concentrations of substrates (counterscreen for miR-21 project); Luciferin 4-monooxygenase (Photinus pyralis), P08659; purified FLuc, Km substrates, luminescence inhibition; Potency, µM (series often up to 57.5 µM), for inactives: at the top dose activity change, negative = inhibition, usual class: inhibitors; actives 6.9% (n = 360,000); AID 588342, 2011;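 also: potency is read from the fitted curve at half-maximal effect; plate controls were vehicle for no effect and reference inhibitor for full effect; nearly all actives have a fitted effect of over 55% in size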
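Biochemical qHTS of compounds, final roughly 60 µM downward over six points, against 10 nM purified firefly luciferase using Km concentrations of substrates (10 uM D-luciferin, 10 uM ATP) in Tris acetate pH 7.5 buffer; luminescence output.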
Mito fusion yeast – qHTS Assay for Small Molecule Inhibitors of Mitochondrial Division or Activators of Mitochondrial Fusion; S. cerevisiae fusion-defective mutant growth rescue, CellTiterGlo 48 h; Potency, µM (highest dose often 46.1 µM), for the others: at the highest dose growth rescue (activation), hits mostly activators; actives 0.23% (n = 320,000); AID 485298, 2010;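 also: potency is read from the fitted curve at half-maximal effect; % of control where 0% means no effect; nearly all actives have a fitted effect of over 45% in size; temperature-sensitive fusion mutants such as fzo1-1 at 37 °C on non-fermentable ethanol glycerol medium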
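Compounds are tested for their ability to restore growth of mitochondrial fusion-defective yeast strains at non-permissive 37C in YPEG medium over 48 hours. Viability is quantified by luciferase luminescence.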
PKM2 activator – qHTS Assay for Activators of Human Muscle isoform 2 Pyruvate Kinase; Potency, µM (series often up to 57.5 µM), without a hit: at the highest dose activation, usual class: activators; Pyruvate kinase PKM (Homo sapiens), P14618; purified PKM2, Kinase-Glo ATP luminescence, activation; response scale: 0% is enzyme alone, no compound; actives 0.34% (n = 260,000); AID 1631, 2009; also: potency is read from the fitted curve at half-maximal effect; % is scaled to controls: 0 for no effect and ±100 for the full control effect; nearly all actives have a fitted effect of over 55% in size
Target sequence (P14618 whole entry, looked up, canonical isoform): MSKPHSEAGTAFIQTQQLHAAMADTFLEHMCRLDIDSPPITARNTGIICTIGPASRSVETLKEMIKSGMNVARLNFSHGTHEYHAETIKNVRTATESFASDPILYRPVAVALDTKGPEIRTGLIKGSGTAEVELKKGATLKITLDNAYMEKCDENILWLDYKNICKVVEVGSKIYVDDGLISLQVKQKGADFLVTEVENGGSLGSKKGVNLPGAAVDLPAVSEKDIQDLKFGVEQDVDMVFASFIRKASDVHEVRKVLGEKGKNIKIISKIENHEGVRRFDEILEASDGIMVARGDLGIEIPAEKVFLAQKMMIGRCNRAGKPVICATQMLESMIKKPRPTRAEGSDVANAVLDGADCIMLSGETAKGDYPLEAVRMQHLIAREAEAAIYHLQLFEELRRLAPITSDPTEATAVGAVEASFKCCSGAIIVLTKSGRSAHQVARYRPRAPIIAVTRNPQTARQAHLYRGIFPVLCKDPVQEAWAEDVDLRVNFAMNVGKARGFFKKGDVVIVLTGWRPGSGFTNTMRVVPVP
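ATP formation by purified human PK-M2, quantified via coupled luciferase luminescence after 1 h at room temperature with 0.1 mM ADP and 0.5 mM PEP final.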
ELG1 repair inh – qHTS screen for small molecules that inhibit ELG1-dependent DNA repair in human embryonic kidney (HEK293T) cells expressing luciferase-tagged ELG1. AID 504467, 2011. actives 2.3% (n = 330,000). HEK293T ELG1-luciferase reporter, luminescence, 16 h; DNA damage induced by 5-fluorouridine. Potency, µM (highest dose often 46.1 µM), inactives show top-dose activity change, negative = inhibition, usual class: inhibitors; also: potency is read from the fitted curve at half-maximal effect; % is scaled to controls: 0 for no effect and ±100 for the full control effect; nearly all actives have a fitted effect of over 55% in size
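Reporter activity after DNA damage by 5-fluorouridine is monitored. Compound-treated cells incubate 16 hr at 37 °C, then ONE-Glo is added for 30 min before luminescence reading.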
MBNL1-CUG inh – qHTS Assay for Inhibitors of MBNL1-poly(CUG) RNA binding; Muscleblind-like protein 1 (Homo sapiens), Q9NR56; TR-FRET MBNL1-His/biotin-(CUG)12 binding, 665/545 ratio; Potency, µM (highest dose often 57.5 µM), without a hit: top-dose activity change, negative = inhibition, hits mostly inhibitors; actives 0.036% (n = 280,000); active = well fitted inhibition curve with a large enough effect in the signal ratio, with a control signal flat, not every such curve was filed as active; inconclusive = small, poorly fitted or top-dose-only effect, or effect the other way, or a change in a side signal; inactive = no such curve, though single readings can be large or run the other way; the % refers to the signal ratio; also: potency is read from the fitted curve at half-maximal effect; % is scaled to controls: 0 for no effect and ±100 for the full control effect
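MBNL1-His + Biotin-(CUG)12, cpd titration 92 nM–58 uM; Tb anti-His Ab 0.055 ng/ul, SA-XL665 5 nM (final); 60 min RT; ratiometric 665/545 nm, Ex 340 nm; normalized to buffer and full-complex controls.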
VP16 counter – VP16 counterscreen qHTS for inhibitors of ROR gamma transcriptional activity. Drosophila S2 Gal4-VP16 UAS-luciferase, luminescence, 20 h. Potency, µM (top dose mostly 53.6 µM), for inactives: at the top dose activity, negative = inhibition, actives largely listed as inhibitors. actives 3.5% (n = 310,000);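 also: Gal4-VP16 expression switched on by copper sulfate through the metallothionein promoter; potency is read from the fitted curve at half-maximal effect; % is scaled to controls: 0 for no effect and ±100 for the full control effect; nearly all actives have a fitted effect of over 50% in size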
KCNH2 3.1 block – qHTS for Inhibitors of KCHN2 3.1: Mutant qHTS | Potassium voltage-gated channel subfamily H member 2, brain isoform KCNH2 3.1 (human) | AID 720553, 2013 | activity change, % (tested at about 1.8 µM) | U2OS KCNH2 3.1, thallium flux FluxOr; stronger effect = lower value | actives 0.95% (n = 340,000);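 active = maximum activity change below -70%; inconclusive = maximum activity change from -70% to -50%; inactive = maximum activity change above -50%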;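 also: thallium influx rate constant from kinetic fluorescence after stimulation buffer; % is scaled to controls: 0 for no effect and ±100 for the full control effect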
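Normalized rate constant (relative to positive and negative DMSO controls) derived from a 2 min kinetic fluorescence read after stimulation; U2OS cells expressing the 3.1 isoform via virus at 1.77 x 10^8 /mL.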
Starred values were filed as active, the others as inactive; ? = inconclusive; / = no result given; & = joins results of further samples; [ ] = dose if it differs, or a comment. Unless noted, calls follow the shape of the dose curve; as a rule, active = well fitted curve in the direction sought with a large enough effect; inconclusive = small, poorly fitted or top-dose-only effect, or another doubt; inactive = no such curve, though single readings can be large; an effect the other way counts as inactive or inconclusive. This is a subset; rates above refer to the full screens.

molecule,Rab9 prom act,MBNL1-CUG inh,FLuc modulator,RORg inh,Menin MLL FP TR,ELG1 repair inh,PKM2 activator,Mito fusion yeast,NPC1 promoter act,VP16 counter,KCNH2 3.1 block
O=C(c1cccnc1)N1CCN(c2ccccc2Cl)CC1,-0.3%,0.8%,-1.5%,-5.7%,?,-25.3%,-10.7%,24.9%,2.6%,-10.7%,/
CCN(CC)S(=O)(=O)c1ccc2oc(C(=O)NCCCN3CCOCC3)c(C)c2c1,0.1%,-3.1%,-2.8%,-3.4%,-20.6%,?,2.0%,2.3%,8.4%,-3.9%,-2.9
CCOC(=O)N1CCC(NC(=O)c2cc(C(=O)Nc3cccc(C(F)(F)F)c3)ccc2CO)CC1,-6.1%,-3.6%,-11.2%,?,10.8%,8.2µM*,3.4%,-8.3%,-13.4%,?,-0.2
Cc1ccc(CN2CCN(CC(=O)NC(C)c3ccc4c(c3)OCCO4)C2=O)cc1 (stereo unspecified),-1.6%,0.9%,-0.3%,10.0%,1.2%,-20.6%,0.3%,-6.4%,-1.3%,-6.6%,7.2
COc1ccc(/C=C(\NC(=O)c2ccccc2)C(=O)NCCC(=O)O)cc1,-1.7%,4.4%,1.3%,0.0%,-2.6%,-7.9%,-0.6%,-2.5%,-2.6%,-1.0%,-1.6
Cc1onc(-c2ccccc2)c1C(=O)Nc1ccccc1C#N,-4.1%,-21.1%,9.4%,6.9%,0.7%[11.7 µM],-15.4%,6.2%,4.6%,1.9%,-0.8%,-14.9&-33.4
CC(C)CNC(=O)C(=O)NCCC1CCCCN1S(=O)(=O)c1cccs1 (stereo unspecified),-4.2%,/,3.4%,/,/,-4.6%,/,-3.3%,0.2%,/,-2.9
Cc1ccc(Cc2nc3ccccc3[nH]2)cc1,-0.1%,-9.0%,-19.4%,0.9%,-10.5%,-7.4%,/,-7.9%,-0.5%,-2.1%,-7.7
CN(C(=O)COC(=O)/C=C/c1cccc([N+](=O)[O-])c1)C1CCS(=O)(=O)C1 (stereo unspecified),-5.2%,/,-1.1%,-11.5%,/,13µM*,-0.4%,8.6%,-4.9%,3.9%,-7.1
Cc1nnc(NC(=O)CSc2ccc3nnc(-c4ccccn4)n3n2)s1,-7.0%,-2.1%,-2.1%,-2.4%,4.7%,-5.5%,0.5%,-1.7%,2.4%,7.4%,13.3
COc1ccc(C(=O)NC2CCN(C(=S)Nc3ccc(C)c(C)c3)CC2)cc1,0.4%,0.1%,4.4%,-21.9%,9.2%,?,4.0%,-6.9%,0.4%,?,-21.9
CCOc1ccc(C(=O)Nc2ccc(-c3cc4ccccc4oc3=O)c(C)c2)cc1[N+](=O)[O-],-9.3%,/,4.7%,41.3%,17.8%,?,1.9%,0.3%,-9.1%,-18.5%,22.1
CC(=O)Nc1ccc(Oc2cc(N)cc([N+](=O)[O-])c2)cc1,15.4%,?,-9.4%,34.8%,14.4%,26.3%,-5.3%,-8.8%,-0.3%,9.7%,6.7
CC(C)OCCCNS(=O)(=O)c1ccc2ccccc2c1,-1.5%,-1.3%,0.5%,37.2%,-0.8%,-2.2%,0.6%,-3.8%,-4.0%,5.8%,4.6
COc1ccc(C(=O)CSc2nnc(CNC(=O)c3ccccc3)n2C)cc1,0.7%,-1.9%,1.2%,9.1%,/,-6.7%,3.8%,-0.8%,0.8%,0.3%,8.1
COc1ccc(OC)c(NC(=O)NCCc2c[nH]c3ccccc23)c1,-0.4%,-0.2%,-7.1%,15.2%,41.7%[activator],3.1%,/,-7.2%,2.4%,4.6%,-35.4
CCC(C(=O)N1CCCCCC1)n1nc(C)n2c(cc3occc32)c1=O (stereo unspecified),0.1%,0.8%,-0.6%,-12.8%,?,23.6%,/,?,-4.0%,?,11.6
O=C(NCCN1CCOCC1)c1ccc(/C=C2\Sc3ccccc3N(Cc3ccccc3F)C2=O)cc1,0.8%,11.7%,-3.5%,-11.2%,-14.7%,20.6µM*,/,16.6%,0.0%,-5.3%,-6.4
CCN1CCN(Cc2ccc(NC(=O)Nc3cccs3)cc2)CC1,3.98µM*,5.3%,4.78µM*,?,6.2%,?,0.7%,-0.1%,1µM*,?,-0.9
S=c1nc(-c2ccc(Br)cc2)oc2c1CCCC2,?,-1.1%,?,-18.1%,-2.3%,?,-5.4%,4.0%,28.9%,10.9%,-14.1
O=C(c1ccc(F)cc1)C1CCN(C(=O)Nc2ccc(F)cc2)CC1,-1.1%,-9.9%,-4.5%,6.9%,8.4%,?,-3.0%,4.1%,-3.4%,-6.9%,-5.6
Cc1ccc(S(=O)(=O)/C(C#N)=C/c2c(Oc3ccc(Cl)cc3)nc3c(C)cccn3c2=O)cc1,-1.2%,/,0.4%,-7.9%,-15.5%,-1.9%,-7.0%,9.2%,-2.7%,0.4%,/
COc1ccc(-n2nc3c(c2NC(=O)COc2ccccc2F)CS(=O)(=O)C3)cc1,13.8%,-2.9%,-1.7%,-11.8%,/,-2.1%,-0.1%,-1.6%,1.1%,-6.2%,-2.9
Nc1c(Cl)ncnc1N1CCOCC1,-0.5%,-5.5%,-0.2%,-2.4%,/,-2.0%,-7.8%,0.2%,-4.9%,3.9%,6.8
O=C(O)c1ccc2c(c1)C(=O)N([C@H](Cc1ccc(Cl)cc1)C(=O)O)C2=O,-5.7%,/,-2.2%,-21.6%,10.2%,/,/,-3.1%,-2.6%,1.9%,/
Cc1nc(N2CCN(C)CC2)c2sc(=S)n(-c3ccccc3)c2n1,-9.1%,-4.0%,-17.9%,3.3%,-0.7%,?,-6.1%,-8.8%,8.4%,6.3%,2.7
Cc1ccc(C(C)NC(=O)c2cc3ccccc3oc2=O)cc1C (stereo unspecified),0.6%,4.9%,-7.7%,12.4%[1.91 µM],-0.9%,-5.7%,1.3%,-7.8%,-2.8%,12.6%,-3.2
Cc1cccc(-n2c(N)cc(=O)nc2SC(C)C(=O)NC2CCCCC2)c1 (stereo unspecified),-2.4%,-1.7%,-19.2%,0.0%,4.0%,3.0%,2.2%,-0.9%,-4.3%,-8.4%,/
CCOC(=O)C1(C)C=C(Nc2ccc(OC)cc2)C(=O)N1c1ccc(OC)cc1 (stereo unspecified),-0.2%,-17.6%,-2.4%,29.2%,22.7%,6.7%,-14.5%,-2.9%,-1.7%,-7.4%,7.0
C=CCC(C#Cc1ccccc1)[N+](C)(C)CC=C (stereo unspecified),-4.0%,1.0%,-1.0%,-10.3%,-2.8%,-1.7%,-0.1%,-1.0%,-0.4%,10.1%,8.4

(next part)
molecule,Rab9 prom act,MBNL1-CUG inh,FLuc modulator,RORg inh,Menin MLL FP TR,ELG1 repair inh,PKM2 activator,Mito fusion yeast,NPC1 promoter act,VP16 counter,KCNH2 3.1 block
Cc1ccc(C)c(C(=O)CSc2n[nH]c(C)n2)c1,1.2%,1.3%,1.5%,-17.0%,-5.7%,8.9%,-2.7%,-0.3%,-2.4%,-5.6%,-8.6
Cc1ccc(NC(=O)C(=O)NCCOc2ccc(Cl)cc2)c(C)c1,1.8%,/,0.1%,-7.3%,19.5%,0.2%,-9.1%,-3.0%,-3.2%,-16.7%,-7.1
Cc1cccc(/C=C2/Sc3ccc(C(=O)NCCN4CCCC4)cc3NC2=O)c1,-8.7%,6.9%,-14.1%,?,-20.0%,0.0%,-2.8%,20.6%,1.7%,-29.2%,-14.6
COC(=O)c1c(-c2ccc(C)cc2)csc1NC(=S)NC(=O)c1cc(OC)cc(OC)c1,-2.6%,-11.6%,2.2%,2.82µM*,?,?,-3.5%,2.1%,-4.0%,8.91µM*,-0.8
